Screens as filed in PubChem.
aSyn yeast rescue: alpha-synuclein toxicity suppression in yeast; S. cerevisiae alpha-synuclein toxicity rescue, BacTiter-Glo growth, 24 h; Potency, µM (titrated, usually from 46.1 µM), inactives show at the top dose growth rescue (activation), actives largely listed as activators; actives 0.02% (n = 94,000); AID 1347070; active = well fitted activation curve with a large enough effect; inconclusive = small, poorly fitted or top-dose-only effect; note: 0% is about no effect
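Growth restoration measured by BacTiter-Glo luminescence after 24 hr at 30 deg C; alpha-synuclein yeast, raffinose-pregrown to mid-log, were added at OD600=0.02 in galactose medium onto pinned compounds.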
Numbers without * were called inactive; ? = inconclusive; [ ] = remark or other dose. Potency is the fitted concentration of half-maximal effect. Only part of the results is shown, so the mix of outcomes need not match the whole.

SMILES	aSyn yeast rescue
CNS(=O)(=O)c1cccc(C(=O)NC2CCCc3ccccc32)c1 (configuration not stated)	-6%
CCc1ccc(NC(=O)N2CCN(c3nnc(C)c4c(C)n(-c5ccc(Cl)cc5)nc34)CC2)cc1	-8%
COc1cccc(CNC(=O)CCNS(=O)(=O)c2ccc3c(c2)CCCC(=O)N3)c1	7%
Cc1cccc(NC(=O)c2cc(S(=O)(=O)N3CCOCC3)cn2C)c1C	0%
CCc1ccc(NC(=O)C(=O)NNC(=O)c2cccs2)cc1	-9%
Cn1cccc1/C=C1\SC(=S)N(NC(=O)c2ccc(F)cc2)C1=O	-5%
C[C@H]1CN([C@@H](C)CO)C(=O)CCCn2cc(nn2)CO[C@@H]1CN(C)C(=O)Nc1ccccc1F	8%
COc1ccc(OC)c(NC(=O)/C=C/c2ccc(C)o2)c1	2%
CNC(=O)C[C@H]1C(=O)N(c2ccc(OC)cc2)C[C@@H]1Cc1ccccc1	-6%
O=C(Nc1ccc(OCc2ccccc2)cc1)Nc1ccccc1C(=O)NCCCN1CCOCC1	-15%
O=C(Nc1ccc(F)cc1)[C@@H](c1ccccc1)N1Cc2ccccc2C1=O	9%
O=C1NC(Cc2ccccc2)C(=O)N1CC(=O)N1CCCc2ccccc21 (configuration not stated)	5%
O=C(N/N=C\c1c(O)ccc2ccccc12)c1ccc(S(=O)(=O)N2CCCCC2)cc1	14%
Cc1ccc2nc(-c3ccccn3)cc(C(=O)Nc3ccc(S(=O)(=O)N4CCOCC4)cc3)c2c1	2%
COc1cc(/C=C/C(=O)OCC(=O)Nc2cc(S(=O)(=O)N(C)C)ccc2Cl)ccc1O	-10%
Cc1ccc(OCC(=O)Nc2ccncc2)c(C)c1	-3%
CCCCOc1ccc(C(=O)NCCc2sc(-c3ccc(OC)c(OC)c3)nc2C)cc1	-12%
NC(=O)c1cc(S(=O)(=O)N2CCN(c3ccc(F)cc3)CC2)cs1	-3%
Cn1c(=O)n(-c2ccc3c(c2)OCO3)c2nc(-c3ccc(Cl)cc3)nc(C(N)=O)c21	-4%
Cc1ccc(C(=O)NCCc2nnc3ccc(SCC(=O)Nc4cc(C)on4)nn23)cc1	0%
COc1ccc(NC(=O)Cn2cnc3sc(C)c(S(=O)(=O)N4CCN(c5ccccc5OC)CC4)c3c2=O)cc1OC	2%
CSc1nn(Cc2ccc(Cl)cc2)c(N(C(C)=O)C(C)=O)c1S(=O)(=O)c1ccccc1	-42%[inhibitor]
Cc1cc(C)c(/C=C/c2onc(C)c2S(=O)(=O)N2CCC(C(=O)Nc3ccc(Cl)c(C(F)(F)F)c3)CC2)c(C)c1	2%
CN(C)C(=O)COC(=O)c1cccc(CN2C(=O)c3ccccc3C2=O)c1	?
CCc1ccc2c(c1)NC(c1ccc(F)cc1)=NC(c1ccncc1)=N2	-45%[inhibitor]
O=C(Nc1nc2ccccc2s1)c1cc2c(s1)-c1ccccc1OC2	-10%
Cc1cc(Cl)ccc1NC(=O)c1cc(S(=O)(=O)N2CCOCC2)cn1C	-1%
CCN(C(=O)COC(=O)CCC(=O)c1cccs1)c1c(N)n(Cc2ccccc2)c(=O)[nH]c1=O	-4%
CCc1ccc(-c2cc(C)no2)cc1S(=O)(=O)NCc1ccco1	8%
CC(=O)Nc1ccc(NC(=O)c2cc(=O)c3ccccc3o2)cc1	3%
CCOc1ccccc1N(C)C(=O)c1c2c(nc3ccccc13)C(=O)N(C1CCCCC1)C2	-4%
COc1cc(OC)cc(C(=O)OCn2nnc3ccccc3c2=O)c1	10%
O=C(Cc1ccc(Cl)cc1)Nc1ccc2oc(-c3ccc(F)cc3)nc2c1	-6%
CCOc1ccc(/C=C/c2nc(C#N)c(N(C)C)o2)cc1	-2%
O=C1Nc2cc(C(=O)N3CCOCC3)ccc2S/C1=C/c1ccccc1F	3%
O=C(NCCn1ccc2ccccc21)c1ccc2c(c1)OCO2	2%
Cc1csc2nc(CCNS(=O)(=O)c3ccc4c(c3)OCCO4)cn12	11%
Cn1c(=O)[nH]c2cc(-c3noc(-c4ccc(C#N)cc4)n3)ccc21	2%
CCOc1ccc(OCCOC(=O)CNC(=O)c2ccc(Cl)cc2Cl)cc1	-15%
COc1cc(NC(=O)CCCOc2cc(=O)n(C)c3ccccc23)cc(OC)c1OC	-4%
CNS(=O)(=O)c1ccc(N=Cc2c(C)[nH]n(-c3ccc(C)cc3C)c2=O)cc1	8%
COc1ccccc1CNc1ncnc2onc(-c3ccc(Cl)cc3)c12	2%
COc1cccc(-c2nc(CS(=O)CC(=O)N3CCN(c4cccc(C(F)(F)F)c4)CC3)c(C)o2)c1 (configuration not stated)	-6%
CC1CCC2CCCCC2N1C(=O)c1cc([N+](=O)[O-])cc([N+](=O)[O-])c1 (configuration not stated)	6%
COc1cccc(C(C(=O)NC2CCCC2)N(C(=O)c2ccco2)c2ccc(NC(C)=O)cc2)c1OC (configuration not stated)	-1%
O=C(CSc1ncc2c(n1)-c1ccccc1N(Cc1ccc(Cl)cc1)S2(=O)=O)c1ccccc1	0%
COCC1CCN(Cc2c(C(=O)N3CCOCC3)nc3c(C)cccn23)C1 (configuration not stated)	3%
CC(C)CNC(=O)C(=O)Nc1c2c(nn1-c1ccc(Cl)cc1)CSC2	0%
CCCC(=O)Oc1c(Sc2ccc(Cl)cc2)c(C)nn1-c1ccccc1	-79%[inhibitor]
COc1cccc(NC(=O)C2CC(=O)N(c3ccc(Br)cc3)C2)c1 (configuration not stated)	1%
Continued.
SMILES	aSyn yeast rescue
CCOC(=O)N/N=C\c1ccc([N+](=O)[O-])s1	-3%
CCSc1nnc(SCC(=O)c2c(N)n(C)c(=O)n(C)c2=O)s1	4%
COc1ccc2c(c1)c(/C=C/c1cc[n+](C)cc1)cn2C	-1%
CCc1ccc(NC(=O)Cn2nc(SC)c(S(=O)(=O)c3ccc(OC)cc3)c2N)cc1	-6%
CN(Cc1ccccc1)S(=O)(=O)c1ccc(OCC(=O)N2CCC(C(N)=O)CC2)cc1	17%
Cc1ccc(NC(=O)CCCc2nnc3n(C)c(=O)c4sccc4n23)cc1C	2%
O=C(C1CCCO1)N1CCN(C(=S)Nc2ccccc2C(F)(F)F)CC1 (configuration not stated)	0%
O=[N+]([O-])c1ccc2c(OCc3nnc(-c4ccccc4Br)o3)ncnc2c1	4%
O=C(O)COc1ccc(-c2nccc(-c3ccccn3)n2)cc1	7%
CC(CNC(=O)Cn1ccc2cc(S(=O)(=O)N3CCCCC3)ccc21)c1ccccc1 (configuration not stated)	-3%
COC(=O)C1=C/C=C\CN(C(c2ccccc2)c2ccccc2)/C=C\1C(=O)OC	0%
O=C(CSc1n[nH]c(=O)n1C1CC1)Nc1ccc(Cl)c(Cl)c1	-11%
O=C(CN(Cc1ccco1)S(=O)(=O)c1ccccc1)N/N=C/c1ccccc1C(=O)O	-4%
COc1cc(Cl)ccc1OC(=O)c1cn(-c2ccccc2OC)c(=O)c2ccccc12	4%
CCCCCc1nn2cc(-c3ccccc3)nc2s1	-17%
CC(C)(C)C(=O)NC1(C(F)(F)F)C(=O)Nc2c1c(=O)[nH]c(=O)n2-c1ccccc1 (configuration not stated)	-1%
Oc1c(C(c2cccc(Cl)c2)N2CCOCC2)sc2nc(-c3ccco3)nn12 (configuration not stated)	-9%
O=C(CSc1ccccn1)NC1CCCc2c1cnn2-c1ccccc1F (configuration not stated)	-8%
COc1ccc(OCC(=O)NCCNC(=O)c2cccnc2)cc1	12%
COc1cccc(C(c2sc3nc(C)nn3c2O)N2CCN(C(=O)c3ccco3)CC2)c1 (configuration not stated)	-1%
Cc1ccc(S(=O)(=O)CCC(=O)Oc2ccc(-c3nnco3)cc2)cc1	-14%
CCc1ccc(NC(=O)c2ccc(NS(=O)(=O)c3c(C)noc3C)cc2)cc1	-10%
COc1ccc(CN(C(C)=O)c2cc(C)c([N+](=O)[O-])cc2OC)cc1OC	-4%
Cc1cccc(OCC(=O)O/N=C(\N)c2ccncc2)c1	1%
COc1ccccc1N1CCN(S(=O)(=O)CCNC(=O)c2cc(=O)c3ccccc3o2)CC1	1%
Cc1ccc(C(=O)Nc2cc(-c3cn4cccnc4n3)ccc2C)cc1C	-8%
CCOc1ccc(OCC)c(S(=O)(=O)N2CCN(c3cccc(C)c3C)CC2)c1	-5%
O=C(Nc1ccncc1)C1CCCN(S(=O)(=O)c2cccc3cccnc23)C1 (configuration not stated)	-12%
Cc1ccc(S(=O)(=O)c2nnn3c2nc(Nc2ccc(C(C)C)cc2)c2sccc23)cc1C	4%
Cc1ccc(NC(=O)COc2ccccc2)cc1S(=O)(=O)N1CCCCCC1	0%
Cc1cc(NS(=O)(=O)c2ccc(NC(=O)CSc3nc4sc(C(=O)O)c(C)c4c(=O)[nH]3)cc2)no1	-2%
Cc1ccc(C)c(N2CCN(CCCNC(=O)c3cnn(-c4ccccc4)c3C3CCN(C(=O)OC(C)(C)C)CC3)CC2)c1	-9%
CCC(=O)Nc1nnc(S(=O)(=O)N2CCc3ccccc32)s1	1%
COc1ccc(-c2nnc(SCC(=O)Nc3cccc(C(F)(F)F)c3)s2)cc1	-7%
O=C(CSc1n[nH]c(-c2ccccc2Cl)n1)NCc1ccc(F)cc1	-6%
C[C@H]1CN([C@@H](C)CO)C(=O)CCCn2nncc2CO[C@@H]1CN(C)S(=O)(=O)c1cccc(F)c1	-1%
O=C(CSc1nnc(-c2ccccc2O)o1)NC1CCCCC1	8%
Cc1ccnc(NC(=O)CCNC(=O)c2ccc(Br)cc2)c1	-1%
CCc1ccc2nc(N3CCC(C(=O)O)CC3)sc2c1	6%
COc1ccc2[nH]cc(CCn3ccc(O)c(C/C=C/c4ccccc4)c3=O)c2c1	6%
CC(C)Oc1ccc(S(=O)(=O)N2CCOCC2)cc1NC(=O)Cc1cccs1	6%
COc1cc(NC(=O)Cn2cnc3c2c(=O)n(C)c(=O)n3C)c(OC)cc1Cl	-7%
COc1ccccc1CNC(=O)COc1cc(=O)n(C)c2ccccc12	1%
COc1cccc(-n2c(SCc3ccc(F)cc3)nc3c([nH]c4ccccc43)c2=O)c1	?
CC1(C)Cc2cccc(OCC(=O)N3CCN(c4ccccc4)CC3)c2O1	3%
CC(=O)c1cccc(S(=O)(=O)N2CCN(c3ccccc3F)CC2)c1	25%
O=C(Nc1cccc2ccccc12)/C(=C/c1cccc([N+](=O)[O-])c1)NC(=O)c1cccs1	3%
CN1CCN(C(=O)C23CC4CC(C2)CC(c2ccccc2)(C4)C3)CC1	-10%
C[C@@H]1c2ccccc2N2C[C@H](Cc3ccc(C(=O)c4ccccc4)cc3)C[C@@H]12	-17%
Cc1cc(NC(=O)CN2C(=O)C(C)(C)c3ccccc32)ccc1Br	11%

15 compounds from above, arranged by heavy-atom count, highest first:
SMILES	aSyn yeast rescue
COc1ccc(NC(=O)Cn2cnc3sc(C)c(S(=O)(=O)N4CCN(c5ccccc5OC)CC4)c3c2=O)cc1OC	2%
COc1cccc(-c2nc(CS(=O)CC(=O)N3CCN(c4cccc(C(F)(F)F)c4)CC3)c(C)o2)c1 (configuration not stated)	-6%
CCc1ccc(NC(=O)N2CCN(c3nnc(C)c4c(C)n(-c5ccc(Cl)cc5)nc34)CC2)cc1	-8%
C[C@H]1CN([C@@H](C)CO)C(=O)CCCn2nncc2CO[C@@H]1CN(C)S(=O)(=O)c1cccc(F)c1	-1%
COc1ccccc1N1CCN(S(=O)(=O)CCNC(=O)c2cc(=O)c3ccccc3o2)CC1	1%
COc1cccc(C(c2sc3nc(C)nn3c2O)N2CCN(C(=O)c3ccco3)CC2)c1 (configuration not stated)	-1%
O=C(CN(Cc1ccco1)S(=O)(=O)c1ccccc1)N/N=C/c1ccccc1C(=O)O	-4%
COc1ccc2[nH]cc(CCn3ccc(O)c(C/C=C/c4ccccc4)c3=O)c2c1	6%
CC(C)(C)C(=O)NC1(C(F)(F)F)C(=O)Nc2c1c(=O)[nH]c(=O)n2-c1ccccc1 (configuration not stated)	-1%
CCc1ccc(NC(=O)c2ccc(NS(=O)(=O)c3c(C)noc3C)cc2)cc1	-10%
CN(C)C(=O)COC(=O)c1cccc(CN2C(=O)c3ccccc3C2=O)c1	?
COc1ccccc1CNC(=O)COc1cc(=O)n(C)c2ccccc12	1%
COc1cc(OC)cc(C(=O)OCn2nnc3ccccc3c2=O)c1	10%
CNS(=O)(=O)c1cccc(C(=O)NC2CCCc3ccccc32)c1 (configuration not stated)	-6%
CCOc1ccc(/C=C/c2nc(C#N)c(N(C)C)o2)cc1	-2%

The list goes on.
SMILES	aSyn yeast rescue
COC(=O)c1ccc(NC(=O)CCn2cnnn2)c(C)c1	5%
CCC(=O)N1c2ccc(S(=O)(=O)NCCc3ccccc3)cc2CC1C (configuration not stated)	6%
Cc1ccc(NC(=O)c2oc3ccc(S(=O)(=O)N4CCOCC4)cc3c2C)c(C)c1	-2%
O=C(Cn1ncc2c3ccccc3n(Cc3cccc(Cl)c3)c2c1=O)N1CCCCC1	29%
COc1ccc(-c2cnc3nc(/N=C/N(C)C)nn3c2/N=C/N(C)C)cc1	1%
CCC(=O)N1CCc2cc(Br)cc(S(=O)(=O)N3CCCC(C(=O)N(C)c4ccc(Br)cc4)C3)c21 (configuration not stated)	-2%
Cn1nnc2c(NCc3ccccc3)ncnc21	0%
COc1ccccc1N(CC(O)CN1CCOCC1)S(=O)(=O)c1ccccc1 (configuration not stated)	-1%
O=C(CSc1nc(-c2ccc(F)cc2)cc(C(F)(F)F)n1)NCCc1ccccc1	-2%
COc1cc(NC(=O)c2nccnc2N)cc(C(=O)Nc2cccc(C(F)(F)F)c2)c1	-14%
CCC(=O)Oc1cccc(C(=O)Nc2cccc(NC(=O)c3ccco3)c2)c1	-8%
CC1CN(C(=O)C2CC(=O)N(c3ccc(Cl)cc3)C2)CC(C)O1 (configuration not stated)	-7%
CCOC(=O)c1sc2ccccc2c1S(=O)(=O)NCc1ccccc1OC	?
CCOC(=O)N1CCc2c(sc(NCc3cccc(F)c3)c2C(=O)Nc2ccc(OC)cc2)C1	18%
Cc1cc2nc3c(=O)[nH]c(=O)[nH]c3nc2c([N+](=O)[O-])c1N	-11%
CCc1cccc(C)c1NC(=O)CN1C(=O)c2ccccc2Sc2ncccc21	-3%
CC1(C)CC(Cc2ccc(Cl)nc2)N(C(=O)OC(C)(C)C)C1 (configuration not stated)	2%
